Assay outcomes deposited in PubChem by Broad Institute.
DENV2 CPE: protects cells from dengue virus 2 cytopathic effect | DENV2-infected cells, cytopathic effect rescue, plate reader | CPE inhibition, % at 9.99 µM | 1.7% of 350,000 active | AID 651640; in the data active = CPE inhibition above about 20%, passing the limit was not always enough; inconclusive = no clear call, values can overlap the other calls; tested in BHK-21 cells;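 note: 0% = median of neutral control wells and 100% = median of positive control wells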
LGR2 inh: Drosophila LGR2 receptor signaling inhibition | HEK293 LGR2, CRE-luciferase, bursicon-stimulated, 4 h | inhibition, % at 9.99 µM | 0.35% of 380,000 active | AID 720647;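 active = drop in luminescence signal, shown as inhibition above about 50% in the replicate tests, limit read from the data, passing the limit was not always enough; inconclusive = probably only some replicates passing the limit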;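 note: agonist challenge used bursicon conditioned medium at about half maximal strength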
SIRT5 inh: inhibitors of human sirtuin-5 desuccinylase; Purified SirT5, succinyl-peptide AMC, trypsin-coupled fluorescence; AID 652115; inhibition, % at 15 µM; 1.1% of 330,000 active; in the data active = inhibition above about 15%; inconclusive = no clear call, values can overlap the other calls
Target sequence (Q9NXA8 whole entry, looked up): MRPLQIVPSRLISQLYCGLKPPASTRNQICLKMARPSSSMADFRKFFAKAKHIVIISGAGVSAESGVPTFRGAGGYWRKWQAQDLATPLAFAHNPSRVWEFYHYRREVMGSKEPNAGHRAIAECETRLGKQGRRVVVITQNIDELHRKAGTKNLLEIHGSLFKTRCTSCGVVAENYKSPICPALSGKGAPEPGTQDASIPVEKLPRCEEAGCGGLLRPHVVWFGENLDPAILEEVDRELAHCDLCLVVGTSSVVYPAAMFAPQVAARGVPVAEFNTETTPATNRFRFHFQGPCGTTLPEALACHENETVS
EWS-Fli block: blocks EWS/Fli oncoprotein-driven transcription; A673 NR0B1-luciferase reporter, viability-normalised; inhibition, % at 12.6 µM; 0.67% of 350,000 active;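 active = mean inhibition of at least 50% after viability correction, with every replicate also passing that limit; inconclusive = mean reaches 50% but only one of two replicates passes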;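 note: firefly luciferase signal divided by Alamar Blue viability fluorescence both relative to DMSO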
PAX8 inh HTS: inhibitors of PAX8 transcriptional activity in RMG-I cells; RMG-I TPO-luciferase reporter, SteadyGlo, 24 h; inhibition, % at 12.6 µM; 1.2% of 360,000 active; AID 652154;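 active = mean replicate inhibition at least 60% with every replicate also reaching 60%; inconclusive = only one of the two criteria is met; inactive = mean below 60% and not all replicates reaching 60%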;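 note: luciferase light reporting Pax8 driven TPO promoter activity; plate controls were median of neutral control wells for no effect and mitoxantrone controls for full effect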
ARNT TACC3 PPI: disruptors of human ARNT/TACC3 interaction | Q9Y6A5 | AlphaScreen His-ARNT PAS-B/GST-TACC3 binding, luminescence; TACC3 fragment carries E629A point mutation | inhibition, % at 9.99 µM | 0.66% of 390,000 active | AID 623870;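 active = mean inhibition of replicates at least 50% and at least half of replicates each reaching 50%; inconclusive = half or more replicates reach 50% but mean below 50%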;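 note: 0% = complete ARNT plus TACC3 wells and 100% = ARNT alone without TACC3; many hits fall short of the cut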
Casp6 inh: blocks human caspase-6 cleavage activity; purified caspase-6, Z-VEID-R110 cleavage fluorescence; P55212; AID 686996; inhibition, % at 12.5 µM; 0.53% of 350,000 active;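 active = mean inhibition across replicates at least about 35%, with every replicate also reaching that limit, limit read from the data; inconclusive = only one of the two criteria met; inactive = neither criterion met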;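 note: 0% = median of neutral control wells and 100% = no fluorescence left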
Target sequence (P55212 24-179 limits assumed): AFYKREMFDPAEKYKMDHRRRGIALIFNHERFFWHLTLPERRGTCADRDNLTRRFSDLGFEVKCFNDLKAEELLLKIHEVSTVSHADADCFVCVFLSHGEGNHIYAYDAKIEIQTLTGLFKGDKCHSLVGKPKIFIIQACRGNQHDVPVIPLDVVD
Target sequence (P55212 194-293 limits assumed): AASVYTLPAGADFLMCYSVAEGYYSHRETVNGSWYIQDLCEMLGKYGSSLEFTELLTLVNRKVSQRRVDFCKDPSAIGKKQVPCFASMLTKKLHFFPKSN
* = called active by the depositor; ? = inconclusive; . = not tested or not shown; & = joins results of further samples. Not a hit list (roughly 4.9% active in at least one column).

SMILES	DENV2 CPE	LGR2 inh	SIRT5 inh	EWS-Fli block	PAX8 inh HTS	ARNT TACC3 PPI	Casp6 inh
C[C@@H]1C[C@@H]2O[C@H]2/C=C\C=C\C(=O)Cc2c(Cl)c(O)cc(O)c2C(=O)O1	-10	48	3	77*	.	-30	37*
CCN(CC(=O)NCCc1ccccc1)S(=O)(=O)c1ccccc1	15	10	13	4	-1	5	-1
O=C(CSc1nnc2ccc(-c3ccccc3)nn12)NCC1CCCO1 (stereo not given)	.	7	-9	-7	0	-1	-2
CCOC(=O)CNc1nc(Cl)c(C#N)s1	-8	6	0	-6	-8	-4	3
Cc1cccc(C2c3[nH]c4ccccc4c3CCN2C(=O)c2cc3c([nH]c2=O)CCCC3)n1 (stereo not given)	-5	25	2	7	35	-1	2
COc1ccc(NC(=O)Nc2ccc3c(c2)CC(=O)N([C@@H](C)CO)C[C@@H](C)[C@@H](CN(C)Cc2ccc(-c4ccccc4)cc2)O3)cc1	-6	-15	-4	-2	18	2	2
O=C(O)c1ccc2c(c1)C(=O)N(c1cc([N+](=O)[O-])ccn1)C2=O	2	-1	2	9	8	-5	2
CN(CCOc1ccc(Cl)cc1)C(=O)C1CCN(C(=O)c2ccc(Cl)cc2)CC1	-4	5	-1	11	13	-2	4
CCCc1nnc(NC(=O)CCC(=O)N2CCN(S(=O)(=O)c3ccc(C)cc3)CC2)s1	4	7	-1	8	-12	-9	1
Cc1cc(C(=O)N/N=C2\CCCc3ccccc32)c(C)o1	-4	9	1	-68	-30	-4	5
C[C@@H]1CN([C@@H](C)CO)C(=O)c2cc(NC(=O)Nc3ccc(C(F)(F)F)cc3)ccc2O[C@H]1CN(C)C(=O)Nc1ccccc1	-5	18	6	2	-9	4	-1
O=S(=O)(c1ccccc1)c1nc(NC2CC2)sc1Cl	-4	2	2	1	-13	-7	3
C[C@@H]1CCCCO[C@H](CN(C)C(=O)c2ccccc2)[C@@H](C)CN([C@H](C)CO)C(=O)c2cc(NC(=O)NC3CCCCC3)ccc2O1	2&-9	11	-1&0	-1&-7	-4&-13	1	-1&0
O=C(O)CC(NNC(=O)c1ccccc1)C(=O)Nc1cccc([N+](=O)[O-])c1 (stereo not given)	-3	-30	-3	0	1	1	-2
C[C@@H]1CCCCO[C@@H](CN(C)Cc2ccc3c(c2)OCO3)[C@@H](C)CN([C@H](C)CO)C(=O)c2cc(NS(=O)(=O)c3cccs3)ccc2O1	-2	13	.	-1	-30	-3	.
Cc1ccc(C(C)C)cc1OCCN1CCCC1	-3	-10	-3	2	37	-13	-9
CC(C(=O)N1CCCC1)c1ccc([N+](=O)[O-])cc1 (stereo not given)	0	-4	-4	9	4	-6	-6
CN(c1ccc(NC(=O)Cc2c[nH]c3ccccc23)cc1)c1ccccn1	6	14	.	10	25	.	-2
COc1ccccc1-c1nnc(NC(=O)c2cccc(N3C(=O)CCC3=O)c2)o1	?	14	1	14	19	61*	6
Nc1nc(N)nc(COc2ccccc2)n1	-5	6	1	-62	-121	7	2
COc1cccc(-c2ccc([C@@H]3[C@@H](CO)N4CCCCN(CC5CC5)C[C@H]34)cc2)c1	43*	-10	2	5	-8	0	0
O=C1NC[C@@H](Cc2cccc3ccccc23)N(CCC23CC4CC(CC(C4)C2)C3)C1=O	.	0	.	-9	4	-6	.
Cc1ccc(CNS(=O)(=O)c2ccc3c(c2)NC(=O)CS3)cc1	0	2	-3	1	-8	-2	4
CC(C)NC(=O)Nc1ccc2c(c1)C(=O)N([C@H](C)CO)C[C@@H](C)[C@@H](CN(C)S(=O)(=O)c1ccc(Cl)cc1)OCCCC[C@@H](C)O2	10	6	13	14	20	-1	1
O=C(c1cc2ccccc2s1)N1CCOCC1	0	15	-5	0	-18	-34	-6
O=C(CN1c2cccc3cccc(c23)S1(=O)=O)Nc1ccccc1	3	20	0	-4	10	1	1
O=C(COC(=O)c1ccco1)Nc1cccc(S(=O)(=O)N2CCOCC2)c1	-1	-3	-1	3	92*	.	-1
CCOc1ccc2nc(S(=O)(=O)NC(=O)C3(C)CCN3C(=O)c3cc(C)n(C)n3)sc2c1 (stereo not given)	-7	-2	.	-1	-45	.	1
Nc1ccc(-c2cnc[nH]2)cc1[N+](=O)[O-]	-6	-13	-3	-22	-35	15	-2
C/C=C/c1ccc([C@@H]2[C@@H](CO)N(C(=O)CC)[C@@H]2CNC(=O)CC2CC2)cc1	-10	5	.	0	-1	-3	.
CCc1nnc(NC(=O)c2sc3nc(C)cc(COC)c3c2N)s1	.	1	1	5	-4	-18	1
COc1ccccc1N(C)S(=O)(=O)c1ccc(C(=O)Nc2nccs2)cc1	4	7	-1	-10	7	5	-1
CC(C)c1ccc[n+](-c2nc([O-])sc2C=O)c1	8	-3	-2	9	3	.	-3
CCOC(=O)c1cnc(N)nc1C(F)(F)F	2	-14	-3	-2	-14	-1	-2
C[C@@H]1CN([C@H](C)CO)C(=O)c2cc(NC(=O)CCN3CCOCC3)ccc2O[C@H]1CN(C)S(=O)(=O)c1ccc(Cl)cc1	-9	.	2	-5	2	1	0
O=C(c1ccccc1)c1c2c(cc3sc4ccccc4[n+]13)-c1cccc3cccc-2c13	.	48	.	.	66*	23	.
Cc1cc(=O)[nH]c(SCC(=O)N2CCN(S(=O)(=O)c3ccccc3)C2)n1	4	8	4	1	-4	-4	-1
COc1ccc(Cl)cc1-c1nc(-c2ccc(Br)o2)no1	7	-8	0	-4	33	-9	2
CN(C)c1ccsc1C(=O)NNS(=O)(=O)c1ccc(Cl)cc1	1	15	-4	-18	32	-5	2
CC(O)(c1cccc(F)c1)c1nc(/C=C/c2ccccc2)cs1 (stereo not given)	22*	-4	.	14	2	.	2

Compound profiles (already shown). Order of screens: DENV2 CPE	LGR2 inh	SIRT5 inh	EWS-Fli block	PAX8 inh HTS	ARNT TACC3 PPI	Casp6 inh
Entry for COc1cccc(-c2ccc([C@@H]3[C@@H](CO)N4CCCCN(CC5CC5)C[C@H]34)cc2)c1 → 43*	-10	2	5	-8	0	0
Entry for CCOc1ccc2nc(S(=O)(=O)NC(=O)C3(C)CCN3C(=O)c3cc(C)n(C)n3)sc2c1 (stereo not given) → -7	-2	.	-1	-45	.	1
Entry for COc1ccc(Cl)cc1-c1nc(-c2ccc(Br)o2)no1 → 7	-8	0	-4	33	-9	2

The list goes on:
SMILES	DENV2 CPE	LGR2 inh	SIRT5 inh	EWS-Fli block	PAX8 inh HTS	ARNT TACC3 PPI	Casp6 inh
C[C@@H]1CN([C@@H](C)CO)C(=O)c2cc(NC(=O)Nc3cccc4ccccc34)ccc2O[C@H]1CN(C)Cc1ccccc1	9	9	1	-3	11	30	1
O=C1Nc2c(Cl)cccc2C1=O	-3	3	.	15	25	.	37*
O=C(O)c1ccc(/C=N/O)cc1	3	-6	-2	2	11	1	-3
CCN(C(=O)c1ccco1)c1nc(-c2ccc(OC)cc2)cs1	-5	-50	-1	-7	-134	2	-2
O=C1CN(C(=O)COC(=O)/C=C/c2ccc(F)cc2)c2ccccc2N1	-3	-2	2	1	13	-2	-3
CCCCN(C(=O)c1ccc(-c2ccc(Cl)cc2)o1)c1c(N)n(CC(C)C)c(=O)[nH]c1=O	-8	3	-6	16	-4	-1	-1
C[C@@H]1CN([C@@H](C)CO)C(=O)Cc2cc(NC(=O)CCC(F)(F)F)ccc2O[C@H]1CN(C)C(=O)Nc1ccc2c(c1)OCO2	8	14	-10	1	-2	-4	-2
CCOC(=O)N1CCN(CCC(=O)Nc2ccc(F)c(F)c2)CC1	0	24	-1	2	-13	-16	0
Nc1ccc2nc(-c3cccc(-c4nc5ccc(N)cc5[nH]4)n3)[nH]c2c1	-1	-9	-6	3	0	.	-2
Cc1cc(/C=C(\C#N)C(=O)Nc2ccccc2F)c(C)[nH]1	-4	-86	2	-106	-154	0	0
COc1ccc(S(=O)(=O)N2CCOCC2)cc1NC(=O)C1CCCCN1S(=O)(=O)c1ccccc1 (stereo not given)	-2	7	-5	13	23	7	-1
CCOC(=O)N1CCC(N(CCN(C)C)C(=S)Nc2cccc(OC)c2)CC1	-1	-16	-3	0	4	-14	-2
CCS(=O)(=O)N1CCC(C(=O)NCc2ccc(OC)cc2OC)CC1	-7	-4	-1	-10	9	-5	-4
CCCn1c(N)c(N(CCOC)C(=O)c2cc(Cl)nc3ccccc23)c(=O)[nH]c1=O	5	10	-3	-2	-2	-3	3
CC(C)(C)NC(=O)C1CCCN(S(=O)(=O)c2ccc(-n3cnnn3)cc2)C1 (stereo not given)	1	7	1	9	-1	9	0
Nc1nc2nccc(-c3cccnc3)n2n1	13	-11	.	-2	9	28	-1
N/C(=N\OC(=O)/C=C/c1ccccc1)c1ccccn1	14	32	-2	-34	-82	.	3
O=C(C[C@H]1CC[C@H]2[C@@H](COC[C@@H](O)CN2S(=O)(=O)c2ccccc2)O1)NCC1CCCCC1	-12	10	2	7	5	16	-1
Cc1c(N=C2C=C(Br)C(=O)C(Br)=C2)c(=O)n(-c2ccccc2)n1C	-4	-6	3	-2	-17	5	18
CO[C@H]1CN(C)C(=O)c2ccc(NC(=O)c3ccno3)cc2OC[C@H](C)N(S(C)(=O)=O)C[C@H]1C	-3	-5	1	0	-2	-1	1
O=C(NNC(=O)c1nn(-c2ccc(F)cc2)ccc1=O)c1ccc(C(F)(F)F)cc1	1	6	-3	9	-29	-2	2
Cc1ccc(NC(=O)c2ccco2)cc1	-10	-71	.	-80	-97	.	-5
C[C@H](CO)N1C[C@H](C)[C@@H](CN(C)Cc2ccccc2)Oc2cc(-c3ccncc3)ccc2S1(=O)=O	-1	3	11	19	.	4	-7
Cc1cc(C)c[n+](CC(=O)c2ccc(NC(=O)c3ccccc3)cc2)c1	-1	8	-4	-2	8	-5	-15
O=C(Nc1ccccc1F)N1C[C@@H]2N[C@H](C1)C2c1ccc(-c2cccc(F)c2)cc1 (stereo not given in full)	-3&6	-28&-9	6&6	5&-3	-15&41	.	2&4

4 entries from above in another layout:
CCOc1ccc2nc(S(=O)(=O)NC(=O)C3(C)CCN3C(=O)c3cc(C)n(C)n3)sc2c1 (stereo not given)
  DENV2 CPE = -7
  LGR2 inh = -2
  SIRT5 inh = .
  EWS-Fli block = -1
  PAX8 inh HTS = -45
  ARNT TACC3 PPI = .
  Casp6 inh = 1
Nc1ccc(-c2cnc[nH]2)cc1[N+](=O)[O-]
  DENV2 CPE = -6
  LGR2 inh = -13
  SIRT5 inh = -3
  EWS-Fli block = -22
  PAX8 inh HTS = -35
  ARNT TACC3 PPI = 15
  Casp6 inh = -2
C/C=C/c1ccc([C@@H]2[C@@H](CO)N(C(=O)CC)[C@@H]2CNC(=O)CC2CC2)cc1
  DENV2 CPE = -10
  LGR2 inh = 5
  SIRT5 inh = .
  EWS-Fli block = 0
  PAX8 inh HTS = -1
  ARNT TACC3 PPI = -3
  Casp6 inh = .
CCc1nnc(NC(=O)c2sc3nc(C)cc(COC)c3c2N)s1
  DENV2 CPE = .
  LGR2 inh = 1
  SIRT5 inh = 1
  EWS-Fli block = 5
  PAX8 inh HTS = -4
  ARNT TACC3 PPI = -18
  Casp6 inh = 1
